Screening data (PubChem)
RBX1-CUL1 inh: inhibitors of human ROC1-CUL1 ubiquitin ligase activity; P62877+Q13616; in vitro K48 di-Ub FRET, acceptor:donor ratio, 45 min; inhibition, % at 10 µM; 0.6% of 140,000 active; AID 1347404; in the data active means inhibition above about 25%
Target sequence (P62877 whole entry, looked up): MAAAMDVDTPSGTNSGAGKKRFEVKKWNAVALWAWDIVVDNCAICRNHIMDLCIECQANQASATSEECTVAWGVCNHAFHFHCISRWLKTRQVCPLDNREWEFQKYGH
Target sequence (Q13616 whole entry, looked up): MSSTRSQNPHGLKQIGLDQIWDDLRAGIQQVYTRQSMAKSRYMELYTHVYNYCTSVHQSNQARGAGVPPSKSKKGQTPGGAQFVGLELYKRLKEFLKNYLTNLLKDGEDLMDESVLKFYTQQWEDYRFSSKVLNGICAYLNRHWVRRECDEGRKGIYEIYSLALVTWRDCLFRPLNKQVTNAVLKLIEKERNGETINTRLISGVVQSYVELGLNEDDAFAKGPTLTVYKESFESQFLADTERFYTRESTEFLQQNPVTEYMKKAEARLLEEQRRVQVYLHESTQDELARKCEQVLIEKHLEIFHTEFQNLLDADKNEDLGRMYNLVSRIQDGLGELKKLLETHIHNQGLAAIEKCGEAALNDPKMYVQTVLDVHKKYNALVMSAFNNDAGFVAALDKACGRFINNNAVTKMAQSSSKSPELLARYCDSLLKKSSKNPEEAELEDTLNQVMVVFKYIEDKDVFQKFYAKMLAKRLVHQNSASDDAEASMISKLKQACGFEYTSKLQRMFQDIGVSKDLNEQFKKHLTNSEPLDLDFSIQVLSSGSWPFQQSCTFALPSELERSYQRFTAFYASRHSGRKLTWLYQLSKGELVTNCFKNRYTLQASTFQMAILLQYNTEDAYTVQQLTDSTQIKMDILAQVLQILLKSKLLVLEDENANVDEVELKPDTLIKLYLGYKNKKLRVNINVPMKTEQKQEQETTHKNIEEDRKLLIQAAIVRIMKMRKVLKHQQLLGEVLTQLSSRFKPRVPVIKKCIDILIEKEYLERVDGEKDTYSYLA
Numbers without * were called inactive.

RBX1-CUL1 inh	molecule
-2	CCCOC(=O)c1c(NC(=O)C(C)Sc2nc(-c3ccccc3)cc(C(F)(F)F)n2)sc(C(=O)N(C)C)c1C (stereo unspecified)
-5	COc1ccc(N=C2C(=Nc3ccc(OC)cc3)N(c3ccc(OC)cc3)C(=S)N2c2ccc(OC)cc2)cc1
7	O=C1CNC(=S)N1c1nc(-c2ccccc2)cs1
12	CC(C)C1=NN2C(=N)/C(=C/c3ccc4c(c3)OCO4)C(=O)N=C2S1
95*	Cn1cccc1/C=C1\C(=O)NC(=S)N(c2ccccc2F)C1=O
-2	COc1ccc(CC2(CCC(=O)NCCc3ccc(Cl)cc3)CCC(=O)N2)c(F)c1 (stereo unspecified)
3	O=C(O)c1ccc(N2C(=O)c3[nH]nc(-c4ccccc4)c3C2c2cccs2)cc1 (stereo unspecified)
-8	COC(=O)C1COc2ccccc2O1 (stereo unspecified)
5	COc1ccccc1NC(=O)c1ccccc1NC(=O)c1ccccc1C(=O)O
1	CC(COCCc1nn[nH]n1)OCCc1nn[nH]n1 (stereo unspecified)
1	CCC1CCc2nc3sc(C(=O)Nc4ccc(C)c(Cl)c4)c(N)c3cc2C1 (stereo unspecified)
7	c1ccc(-c2cc3c(ccc4ncccc43)[nH]2)cc1
4	Cc1ccc(C(=O)Nc2ccc(Cl)c(-c3nc4ncccc4o3)c2)c(C)c1
0	CCC(C)NC(=O)c1ccc(NS(C)(=O)=O)c(C)c1 (stereo unspecified)
1	COc1ccc(Cc2nnc(SCC(=O)Nc3ccc(Cl)cc3Cl)o2)cc1
9	CCN(CC)C(=O)C1CCCc2c1[nH]c1ccc(Cl)cc21 (stereo unspecified)
-2	C1=Nc2c(Nc3ccccc3)ncnc2Oc2ccccc21
5	CCOC(=O)c1[nH]c(C)c(C(=O)NCCc2ccccc2)c1C
-3	Cc1occc1C(=O)N/N=C/c1ccc(-c2ccc(Cl)cc2Cl)o1
-6	O=C(CCn1c(=O)c2ccccc2n(Cc2cccc(Cl)c2)c1=O)NCCc1ccccc1
-5	Cc1ccc(CNC(=O)c2ccc3c(c2)nc2n3CCCC2)cc1
-1	Cc1ccc(NC(=O)Cn2nc(N3CCN(c4ccccc4)CC3)ccc2=O)cc1F
1	CCCCOc1ccccc1C(=O)NNC(=S)NC(C)=O
-7	COC(=O)[C@]1(C)C[C@H](C(=O)NCCSC)[C@H](c2ccccc2Cl)N1C
16	COC(=O)c1cccc(-c2ccc(C(c3c(C)[nH]n(-c4ccccc4)c3=O)c3c(C)[nH]n(-c4ccccc4)c3=O)o2)c1
6	Cc1cccc(-c2noc(CN(C)C(=O)CCC3CCCC3)n2)c1
0	Cn1c(Oc2ccccc2NCc2ccc(Br)cc2)cc(=O)n(C)c1=O
0	COc1ccc2oc(=O)c(C(=O)Nc3ccc(C(=O)O)cc3)cc2c1
2	CC(=O)c1ccc(NC(=O)c2ccc(-c3nc(COc4ccc(C)cc4)c(C)o3)cc2)cc1
-11	N#Cc1c(NC(=O)CN2CCOCC2)sc2c1CCC2
-1	COc1ccc(-c2nn3c(=O)cc(CN4CCN(C(=O)Nc5ccc(C)c(Cl)c5)CC4)nc3s2)cc1
-8	Cc1ccc(NC(=O)CSc2nc3ccc(NC(=O)c4ccco4)cc3s2)c(C)c1
9	CCN(CC)c1ccc(NC(=O)CCCN2C(=O)C(c3ccccc3)Oc3cccnc32)c(C)c1 (stereo unspecified)
4	O=C(N/N=C\c1cccnc1)c1cc(-c2ccc3c(c2)OCO3)n[nH]1
7	O=C(c1ccc2ccccc2c1)N1CCN(c2ccccc2F)CC1
13	Cc1cc(C(=O)N2CCCCC2)sc1-c1ccccc1
22	CCOc1ccccc1NC(=O)c1c(NCc2ccc(C)o2)sc2c1CCCCC2
3	CC(=O)c1ccc(N=c2oc3ccc(Cl)cc3cc2C(N)=O)cc1
-4	C=CCOc1c(Cl)cc(CNc2nccs2)cc1OC
-3	COc1ccc(CNc2nc(-c3ccc(Cl)cc3)cc(C(F)(F)F)n2)cc1
3	CCCC(C)NC(=O)c1ccccc1OC (stereo unspecified)
-7	O=C(Nc1cccc(Cl)c1)N1CCc2ccccc21
-12	CCOC(=O)c1oc2ccc(Cl)cc2c1N
3	CCCCOc1ccc(NC(=O)c2ccc(I)o2)cc1
1	CC(C)(C)C1CCc2c(sc3c2C(=O)NC(c2ccc4c(c2)OCO4)N3)C1 (stereo unspecified)
-3	CCCCn1c(CN2CCN(c3ccc(OC)cc3)CC2)nc2c1c(=O)[nH]c(=O)n2C
-4	COc1cccc(C(=O)COC(=O)c2cccs2)c1
-1	CC(NC(=O)C1(c2ccccc2)CCOCC1)c1ccccc1 (stereo unspecified)
1	COc1cccc(/C=C2/SC(=Nc3ccccc3O)NC2=O)c1
9	Cc1cccn2c(=O)cc(CSc3nnc(NC(=O)COc4ccccc4)s3)nc12
-1	COc1ccc(S(=O)(=O)N2CCCC2C(=O)O)cc1OC (stereo unspecified)
-2	O=C(c1ccc(Br)s1)N1CCN(c2ccccc2F)CC1
-9	COc1ccc(-c2noc(COc3ccc(Br)cc3C)n2)cc1OC
0	Cc1ccc(-n2nc3ccc(NC(=O)c4cc5ccccc5o4)cc3n2)cc1C
-1	O=c1c(SCc2ccccc2)c(SC2CCCCO2)cnn1-c1ccccc1 (stereo unspecified)
0	CCc1ccc(NCc2cccn2-c2nnc(N3CCCCCC3)s2)cc1
-15	CCOC(=O)CN(C)c1ccc(-c2nc(-c3cccc(OC)c3OC)no2)cn1
-5	CC(C)(C)C(=O)OC1=C(c2ccccc2C(F)(F)F)C(=O)c2ccccc21
-1	O=C(Nc1ccc(F)cc1F)NC1(C(F)(F)F)Oc2ccccc2O1
2	COCC(=O)Nc1cccc2ccccc12

Printed as active in RBX1-CUL1 inh, of those listed so far:
RBX1-CUL1 inh	molecule
95*	Cn1cccc1/C=C1\C(=O)NC(=S)N(c2ccccc2F)C1=O

Continuation.
RBX1-CUL1 inh	molecule
-8	O[C@H]1CN(Cc2cccc(-n3cccn3)c2)C[C@@H]1N1CCOCC1
10	COc1ccc(-n2c(SCc3ccccc3)nc3c([nH]c4ccccc43)c2=O)cc1
-3	c1cnc(-n2cccc2CNCc2cccnc2-n2cnc3ccccc32)nc1
0	O=C(c1cn[nH]c1)N1CCC2(CCCN(CC3CCCCC3)C2=O)C1 (stereo unspecified)
1	COc1ccc(CNc2ccc(Br)cn2)cc1
0	Cc1ccc(S(N)(=O)=O)cc1NC(=O)/C=C/c1c(Cl)cccc1Cl
-5	Cc1ccc(C)c(Nc2nn3c(=O)c4ccc(C(=O)NCCC5=CCCCC5)cc4nc3s2)c1
1	Nc1nc(-c2ccccc2)sc1-c1ccccc1
-4	O=C(O)c1cc(F)c(F)cc1C(=O)O
-3	Cc1cc(C)n(Cc2cccc(C(=O)N(Cc3cccc(OCC4CCOC4)c3)Cc3ccccn3)c2)n1 (stereo unspecified)
2	CC(C)CCC1(CCC(C)C)C(=O)NC(=O)NC1=S
12	Cn1c(=O)[nH]c(=O)c2c1nc(NCCc1ccccc1)n2Cc1ccc(F)cc1
-6	Cc1c(Cl)cccc1-n1c(CCC(=O)O)ccc1-c1ccccc1
81*	O=C(O)CCNc1cccc2ncccc12
-8	O=C1C=C(c2ccc(OCc3ccccc3)cc2)C(=O)C=C1Br
-2	COc1ccc(-n2nnc(C(=O)Nc3c(C)cccc3C)c2C)cc1
-3	Cc1cccc(NC(=O)c2cccc3c2-c2ccccc2C3=O)n1
8	COc1ccccc1Oc1ncccc1CNC(=O)CN(C)C
8	CC(=O)c1cc2sccc2s1
1	COc1ccc(NC(=O)Cn2nnc(C(=O)NCc3cccs3)c2N)cc1

3 entries from above, reformatted.
molecule: COc1ccccc1NC(=O)c1ccccc1NC(=O)c1ccccc1C(=O)O
- RBX1-CUL1 inh: 5
molecule: C=CCOc1c(Cl)cc(CNc2nccs2)cc1OC
- RBX1-CUL1 inh: -4
molecule: CC(=O)c1ccc(N=c2oc3ccc(Cl)cc3cc2C(N)=O)cc1
- RBX1-CUL1 inh: 3

Remaining list, next part:
RBX1-CUL1 inh	molecule
-5	COC(=O)c1ccc(Cl)cc1NC(=O)N1CCC(CN2CCC(C)CC2)CC1
-9	COc1ccc(CCCNC(=O)c2ccc(N3CCC[C@H]3C(N)=O)nc2)cc1
-6	O=C(c1cc2n(n1)C(C(F)(F)F)CC(c1ccc(Br)cc1)N2)N1CCOCC1 (stereo unspecified)
6	CC(=O)N1CCCc2cc(S(=O)(=O)Nc3ccc(OC(F)(F)F)cc3)ccc21
9	O=C(O)c1cccc(N=C2C(OC(=O)c3ccccc3)OC(=O)C2Cl)c1 (stereo unspecified)
-5	CCCCCCCCC(C)(C)NC(=O)CN1CCOCC1
-4	CCC(C(=O)Nc1nnc2n1CCS2)c1ccccc1 (stereo unspecified)
-6	COC(C(=O)NCc1c(C)ncc2c1CCN(C(=O)CCOc1ccccc1)C2)c1ccccc1 (stereo unspecified)
-2	COC(=O)CN1C(C)=Nc2ccc(Br)cc2C1c1ccccc1 (stereo unspecified)
-12	CCOc1ccc(NC(=O)Cn2nnc(C(=O)NCc3cccs3)c2N)cc1
3	CCc1cccc(CC)c1NC(=O)Cc1csc(C)n1
0	CC(=O)Nc1ccc(S(=O)(=O)NCCc2csc3nc(-c4cccc(C)c4)nn23)cc1
4	Clc1cccc(Cl)c1Cn1c(-c2cncs2)nc2ccccc21
-6	Cn1c(=O)c2c(c3ccccc31)OC(=O)C(c1ccccc1)C2=O (stereo unspecified)
2	CCCCNC(=O)c1ccc2c(c1)NC(=O)C(C(C)C)N2 (stereo unspecified)
-3	Cc1noc(C)c1C(=O)Nc1ccc(Oc2ccccc2)cc1
2	COc1cccc(NC(=O)c2ccc(CN3CCCCC3)cc2)c1
2	Cc1ccc(CCNc2nc3ccccc3c3nc(-c4cccnc4)nn23)cc1
6	Cc1cc(C)n(-c2cc(N3CCN(C(=O)c4ccccc4)CC3)ccc2[N+](=O)[O-])n1
1	Cc1ccc(C(=O)N=C(Cc2cccs2)C(=O)Nc2ccccc2C(F)(F)F)cc1C

Quoted from the listing:
CCCCCCCCC(C)(C)NC(=O)CN1CCOCC1 @ RBX1-CUL1 inh: -5
Cc1ccc(CCNc2nc3ccccc3c3nc(-c4cccnc4)nn23)cc1 @ RBX1-CUL1 inh: 2

4 of these compounds in another layout:
Clc1cccc(Cl)c1Cn1c(-c2cncs2)nc2ccccc21
- RBX1-CUL1 inh: 4

COc1ccc(CCCNC(=O)c2ccc(N3CCC[C@H]3C(N)=O)nc2)cc1
- RBX1-CUL1 inh: -9

CCC(C(=O)Nc1nnc2n1CCS2)c1ccccc1 (stereo unspecified)
- RBX1-CUL1 inh: -4

CCOc1ccc(NC(=O)Cn2nnc(C(=O)NCc3cccs3)c2N)cc1
- RBX1-CUL1 inh: -12

Later entries.
RBX1-CUL1 inh	molecule
1	COc1cccc(NC(=O)Cn2c(=O)n(-c3ccc(C)cc3)c(=O)c3ccccc32)c1
-4	COc1cc2c(cc1OC)Cc1cc(OC)c(OC)cc1C(C(=O)O)=C2
3	O=C(NCC1OCCc2ccccc21)c1ccc(NC(=O)C(c2ccccc2)c2ccccc2)cc1 (stereo unspecified)
1	CCOCc1cc(C2NC(=S)N=C(C)C2C(=O)OCC)ccc1OC (stereo unspecified)
1	CSc1nc(=O)n(C)c2ncn(C)c12
-15	C=C(C)COc1ccc(NC(=O)C2CCCCC2)cc1
-2	Cc1cccc(NC(=O)N2CCC(n3c(C)nc4cccnc43)CC2)c1
18	COc1ccc(-c2ccnc3[nH]c(=O)[nH]c(=O)c23)cc1
6	COc1cc(C(=O)NC(c2ccc(Cl)cc2)c2cc(Cl)c3cccnc3c2O)cc(OC)c1OC (stereo unspecified)
4	O=C(Nc1ccc(F)cc1)c1cccc(N2CCCS2(=O)=O)c1
-12	C#CCOC(=O)c1ccccc1Oc1nc(OC)cc(OC)n1
1	Cc1cc(OCC(=O)NNC(=O)COc2ccccc2)c(C(C)C)cc1Cl
8	Cc1ccc2c(c1)N(C(=O)N1CCC(C(=O)NCCC3=CCCCC3)CC1)CC(C)O2 (stereo unspecified)
11	Cc1cc(-c2ccnc(-n3ncc(C(=O)N(C)CC(O)c4ccccc4)c3C3CC3)n2)c(C)s1 (stereo unspecified)
-1	O=C(NNc1cccc(Cl)n1)Nc1ccccc1Cl
10	COc1cc(NC(=O)Cn2c(-c3ccccc3)cc(C(C)=O)c2C)cc(OC)c1
3	O=C(Nc1cccc(C(F)(F)F)c1)c1cc(-c2ccc3c(c2)OCCO3)on1
0	CCOc1ccccc1NC(=O)C(C)N(c1ccccc1)S(C)(=O)=O (stereo unspecified)
-2	Cc1ccc(S(=O)(=O)n2nc(-c3ccco3)nc2NCc2ccc(N(C)C)cc2)cc1
-6	CCOC(=O)c1ccccc1NC(=O)c1cc2c(=O)oc3ccc(C)cc3c2s1
3	CC1CCCN(Cc2c(O)ccc3c(=O)c(Oc4ccc(C(C)(C)C)cc4)c(C(F)(F)F)oc23)C1 (stereo unspecified)
-4	Cc1ccc(Cl)cc1N1CCN(c2nc3c([nH]2)c(=O)n(C)c(=O)n3C)CC1
8	CCN=C1CC=CC=C(C(=O)/C=C/c2cc(OC)ccc2OC)C1=O
11	CCOC(=O)N1CCN(c2cncc(C3=NCCN3)n2)CC1
4	O=C(COc1ccc(F)cc1)Nc1nnc(SCc2cccc3ccccc23)s1
7	CCn1c(COc2ccc3c(c2)OCO3)nnc1SCC(=O)c1ccccc1
-1	COc1ccc(-c2cc(OC(=O)c3ccccc3)c3c(C)oc(C)c3c(=O)c2)cc1OC
-9	CN(C)c1ccc(/C=N/OC(=O)c2cccc([N+](=O)[O-])c2)cc1
-6	CCCC(=O)NC(C)C1CC2CCC1C2 (stereo unspecified)
1	O=C(Oc1cccc2cccnc12)c1ccc([N+](=O)[O-])cc1
4	C=C(OCC)c1c(N2CCCCC2)c(=O)c1=O
6	CCc1cccc(NC(=O)CCS(=O)(=O)c2ccc(C)cc2)c1
2	CC(=O)Nc1ccc(-c2ccccc2)c(Cl)c1
-5	Cc1cccc(C)c1OCC(=O)Nc1ccccn1
-1	CCCC(=O)Nc1ccc2nc(SCC(=O)Nc3nccs3)sc2c1

Some of the compounds tested; the hit share may differ from the screen's.
